CTSL1 counter: Fasciola hepatica cathepsin L1 inhibitors, primary screen, counter-screen for PFM18AAP inhibitor project, biochemical, QFRET, fluorogenic peptide substrate; recombinant F. hepatica cathepsin L1, Z-Leu-Arg-MCA fluorescence; inhibition, % at 5.96 µM; actives 0.49% (n = 300,000);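 active = inhibition above the mean of all tested compounds plus 3 SD, set per screening campaign, cut at about 17% in these data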;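 also: 0% = plate median of test compound wells and 100% = 1 µM Z-Phe-Ala-diazomethylketone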
HCV core dimer: inhibitors of HCV core protein dimerization, primary screen, biochemical, TR-FRET, high-throughput | actives 0.33% (n = 300,000) | AID 1899, 2009 | inhibition, % at 5 µM | TR-FRET GST/Flag-core106 dimerization, 1536-well;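 active = inhibition above the mean of all tested compounds plus 3 SD, set per screening campaign, cut at about 45% in these data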
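assay system = GST-tagged and Flag-tagged HCV core protein residues 1-106 | controls = unlabelled core106 and no-GST-core106 wells | incubation = compound-protein-antibody incubation 4 h at 22.5 °C | probe or stimulus = Eu donor and XL665 acceptor anti-tag antibodies | read-out = % inhibition based on acceptor/donor emission ratio | signal = TR-FRET 671 and 617 nm emission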
EBNA-1 inhibitor: EBNA-1 DNA-binding inhibitors, primary screen, biochemical, fluorescence polarization; actives 0.34% (n = 300,000); inhibition, % at 14.8 µM; in the data active = inhibition above about 28%
PP1 inh: PP1-alpha phosphatase inhibitors, primary screen, counter-screen for PP5 inhibitor project, biochemical, fluorescence, OMFP substrate, single point; actives 0.9% (n = 320,000); Serine/threonine-protein phosphatase PP1-alpha catalytic subunit (Homo sapiens), P62136; purified PP1alpha; AID 2235, 2010; inhibition, % at 6.7 µM;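 active = inhibition above the mean inhibition of all tested compounds plus 3 SD, computed separately for each screening campaign, cut at about 15% in these data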
Target sequence (P62136 whole entry, looked up): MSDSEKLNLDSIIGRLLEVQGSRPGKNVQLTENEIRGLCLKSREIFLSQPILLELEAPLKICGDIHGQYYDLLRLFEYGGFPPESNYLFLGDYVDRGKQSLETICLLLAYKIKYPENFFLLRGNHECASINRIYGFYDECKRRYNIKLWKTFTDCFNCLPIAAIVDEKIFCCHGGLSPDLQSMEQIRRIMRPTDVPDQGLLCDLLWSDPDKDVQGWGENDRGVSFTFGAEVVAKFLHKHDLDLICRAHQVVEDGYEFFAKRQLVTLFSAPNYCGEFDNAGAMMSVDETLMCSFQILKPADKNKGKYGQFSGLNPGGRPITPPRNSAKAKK
JMJD2C inh: inhibitors of GASC-1 histone demethylase, primary screen, biochemical, fluorescence, DELFIA europium; Lysine-specific demethylase 4C (Homo sapiens), Q9H3R0; GST-JMJD2C(1-420) H3K9me3 demethylation; inhibition, % at 2.35 µM; actives 0.069% (n = 330,000); AID 2099, 2009;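 active = more than half of a compound's replicate wells show inhibition beyond 50%, single wells judged on their own value; inconclusive = some, but no more than half, of replicates pass 50% inhibition; inactive = no replicate passes 50% inhibition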;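 also: signal counts dimethyl H3K9 product captured on neutravidin plate; 0% = median of DMSO wells and 100% = 0.3 times that DMSO median; strong numbers were not always called active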
PP5 inh: PP5 phosphatase inhibitors, primary screen, biochemical, fluorescence; purified PP5c, OMFP substrate fluorescence; inhibition, % at 6.7 µM; actives 0.18% (n = 320,000);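 active = inhibition above the campaign's mean inhibition across all tested compounds plus 3 SD, cut at about 9.5% in these data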;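 also: 0% = DMSO only and 100% = 100 µM cantharidin control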
Target sequence (P53041 whole entry, looked up): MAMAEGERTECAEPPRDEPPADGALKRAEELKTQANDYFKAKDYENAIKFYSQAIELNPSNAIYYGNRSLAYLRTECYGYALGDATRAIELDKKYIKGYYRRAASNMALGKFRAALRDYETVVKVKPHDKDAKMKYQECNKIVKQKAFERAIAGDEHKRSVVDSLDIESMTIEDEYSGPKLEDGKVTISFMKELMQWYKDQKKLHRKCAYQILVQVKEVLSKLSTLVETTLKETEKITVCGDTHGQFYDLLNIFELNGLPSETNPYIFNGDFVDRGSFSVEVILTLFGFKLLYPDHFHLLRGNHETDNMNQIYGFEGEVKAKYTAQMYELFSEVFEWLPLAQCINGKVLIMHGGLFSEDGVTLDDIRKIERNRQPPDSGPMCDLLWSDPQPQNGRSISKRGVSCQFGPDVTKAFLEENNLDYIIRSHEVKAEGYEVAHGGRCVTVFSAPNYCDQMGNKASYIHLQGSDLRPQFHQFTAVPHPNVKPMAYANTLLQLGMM
ZTA DNA inh: ZTA (EBV) inhibition in EBNA-1 counter-screen; ZTA-DNA binding, fluorescence polarization; inhibition, % at 11 µM; actives 0.15% (n = 320,000); AID 2234; in the data active = inhibition above about 33%
Target sequence (P03206 whole entry, looked up): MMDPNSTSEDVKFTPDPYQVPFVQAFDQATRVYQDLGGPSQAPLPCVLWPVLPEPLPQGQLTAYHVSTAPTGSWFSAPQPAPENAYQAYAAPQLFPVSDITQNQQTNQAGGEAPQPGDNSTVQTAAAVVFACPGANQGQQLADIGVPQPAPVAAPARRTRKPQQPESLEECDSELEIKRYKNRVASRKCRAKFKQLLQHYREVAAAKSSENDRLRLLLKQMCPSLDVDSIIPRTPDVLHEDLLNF
TPT1 inh: Candida albicans TPT1 enzyme inhibitors, primary screen, biochemical, fluorescence polarization; actives 0.81% (n = 300,000); recombinant caTPT1, FP RNA substrate dephosphorylation; inhibition, % at 5 µM; tRNA 2'-phosphotransferase TPT1 (Candida albicans SC5314); AID 1962, 2009;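 active = inhibition above the mean of all tested compounds plus 3 SD, set per screening campaign, cut at about 24% in these data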;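 also: plate controls were DMSO alone for no effect and ferristatin control at 100 nM for full effect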
Yeast superoxide: reduction of superoxide in aged yeast, primary screen, HTS. S. cerevisiae aged cells, superoxide DHE fluorescence; stronger effect = lower value. superoxide response (% of plate mean), % at 10 µM. actives 0.18% (n = 330,000);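 active = superoxide response under a set limit, about three screen SD below normal, cut at about 65% in these data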;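 also: yeast aged for seven days with compound at 30 °C before DHE staining; 100% = average MFI of all compound-treated wells on the plate with controls excluded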
* = called active by the depositor; ? = inconclusive; . = not tested or not shown; & = joins results of further samples.

| canonical_smiles | CTSL1 counter | HCV core dimer | EBNA-1 inhibitor | PP1 inh | JMJD2C inh | PP5 inh | ZTA DNA inh | TPT1 inh | Yeast superoxide |
| --- | --- | --- | --- | --- | --- | --- | --- | --- | --- |
| CC(C)CC1(C)NC(=O)N(CC(=O)Nc2cccc(S(=O)(=O)N(C)c3ccccc3)c2)C1=O (centres undefined) | -24 | 1 | 5 | 2 | -5 | 0.1 | -7 | -4 | 96 |
| NC(=O)c1nsc(C(=O)N(c2cccc(O)c2)C(C(=O)NC2CCCC2)c2ccc(Cl)cc2)c1N (centres undefined) | 4 | 1 | -6 | 15 | 19 | 0.1 | 5 | -1 | 115 |
| CCC(C)C(NC(=O)c1ccc(Cl)cc1)C(=O)Nc1cccnc1 (centres undefined) | 2 | 0 | -4 | -1 | 3 | -3.4 | 2 | -9 | 115 |
| Cc1cccc(C)c1OCCOCCN1CCN(C)CC1 | 1 | 0 | 2 | -3 | 2 | -0.4 | 17 | 5 | 74 |
| CCOC(=O)C1CCCN(C(=O)c2ccc(Cl)c(S(=O)(=O)N3CCCCCC3)c2)C1 (centres undefined) | 1 | -2 | -11 | -2 | -6 | 1.6 | -15 | 3 | 93 |
| CN(CC(=O)Nc1ccc(Cl)cc1)C(=O)CCC1CCCC1 | -4 | -6 | -6 | -2 | ? | 4.7 | 4 | 1 | 99 |
| CC1CCN(C2=NC(=O)/C(=C/c3cn[nH]c3-c3ccccc3)S2)CC1 | 6 | 2 | -4 | -3 | 1 | -2.2 | -3 | -3 | 92 |
| Cc1occc1C(=O)N/N=C/c1ccc[nH]1 | 1 | -1 | 1 | -2 | -8 | 1.8 | -16 | -2 | 98 |
| CCc1c(C)nc2nc(SCc3ccccc3)[nH]n2c1=O | -4 | 7 | 14 | -4 | 10 | -1.5 | 6 | -3 | 96 |
| Cc1nn(CC(=O)Nc2ccc(Cl)c(S(=O)(=O)N(C)C)c2)c(C)c1[N+](=O)[O-] | 0 | -2 | -9 | 0 | 1 | 3.3 | 0 | 1 | 109 |
| COc1cc(/C=N/Nc2nc(N3CCCC3)nc(N3CCCC3)n2)ccc1O | -2 | -1 | -4 | -3 | -6 | 1.0 | -9 | -2 | 105 |
| CC(C)C(NC(=O)c1ccccc1F)C(=O)NCc1ccccc1 (centres undefined) | 4 | 1 | 2 | -4 | 3 | 3.6 | -4 | -4 | 98 |
| COc1ccc(N2C(=O)c3ccccc3NC2c2ccccc2O)cc1 (centres undefined) | -6 | -5 | -11 | -1 | -21 | 2.2 | -14 | -6 | 81 |
| CCOc1ccc(NC(=O)CN(C)C(=O)COc2cccc3c2OC(C)(C)C3)cc1OCC | . | . | . | -4 | -1 | 0.0 | -2 | . | 89 |
| Cc1[nH]n(-c2ccccc2)c(=O)c1N=Nc1ccc2c(c1)OCCO2 | -1 | -2 | 2 | 6 | 11 | 1.6 | 8 | 0 | 106 |
| CCOc1cccc(NC(=O)C2CCCN(S(=O)(=O)c3ccc(OC)cc3)C2)c1 (centres undefined) | -1 | 3 | 1 | 2 | 3 | 1.8 | 1 | -4 | 104 |
| CNCCCC12CCC(c3ccccc31)c1ccccc12 | 1&7&-3 | -5&9&-15 | 2&7&-11 | 1&-3&-6 | 4&0&14 | 2.4&0.2&-0.5 | -9&19&1 | 1&-1&-1 | 97&103&112 |
| COc1ccc(OC)c(S(=O)(=O)Nc2ccc3c(c2)C(=O)OC3)c1 | 2 | -6 | -3 | 1 | -7 | 2.3 | -3 | 0 | 89 |
| CCC(C)c1ccc(Nc2ncccc2C#N)cc1 (centres undefined) | 0 | 4 | -10 | 3 | -5 | 3.6 | -6 | 2 | 98 |
| CCOC(=O)Cc1nnc(NC(=O)CSc2nnc3c(n2)[nH]c2ccccc23)s1 | 1 | 16 | 3 | 1 | -49 | 0.2 | -12 | 0 | 99 |
| Cc1ccc2[nH]c3nc(N/N=C/c4cccc(O)c4)nnc3c2c1 | -3 | 6 | 8 | 16* | -5 | 3.3 | -15 | 1 | 106 |
| CCOC(=O)C[n+]1c(C)sc2ccc(OC)cc21 | 3 | 3 | 4 | -2 | 25 | 1.6 | -9 | 1 | 83 |
| CCc1ccc(S(=O)(=O)NCC(O)COc2ccc(OC)cc2)cc1 (centres undefined) | 3 | -1 | -4 | 3 | 10 | 1.8 | 10 | -1 | 111 |
| CN(C)c1ccc(/C=N/n2c(-c3ccccc3Br)n[nH]c2=S)cc1 | 3 | 12 | 1 | -3 | -7 | -0.5 | 6 | -2 | 101 |

Given field by field: two of the compounds above
COc1ccc(N2C(=O)c3ccccc3NC2c2ccccc2O)cc1 (centres undefined)
  CTSL1 counter = -6
  HCV core dimer = -5
  EBNA-1 inhibitor = -11
  PP1 inh = -1
  JMJD2C inh = -21
  PP5 inh = 2.2
  ZTA DNA inh = -14
  TPT1 inh = -6
  Yeast superoxide = 81
CCOc1ccc(NC(=O)CN(C)C(=O)COc2cccc3c2OC(C)(C)C3)cc1OCC
  CTSL1 counter = .
  HCV core dimer = .
  EBNA-1 inhibitor = .
  PP1 inh = -4
  JMJD2C inh = -1
  PP5 inh = 0.0
  ZTA DNA inh = -2
  TPT1 inh = .
  Yeast superoxide = 89

(cont.)
| canonical_smiles | CTSL1 counter | HCV core dimer | EBNA-1 inhibitor | PP1 inh | JMJD2C inh | PP5 inh | ZTA DNA inh | TPT1 inh | Yeast superoxide |
| --- | --- | --- | --- | --- | --- | --- | --- | --- | --- |
| Cc1cc(C)nc(N2CCCC(CCC(=O)NCc3ccc(F)c(F)c3)C2)n1 (centres undefined) | 4 | -6 | -4 | -5 | 10 | -0.1 | 9 | 2 | 98 |
| COc1ccc(OC)c(NC(=O)Cn2c(=O)n(CC3CCCO3)c(=O)c3cc(OC)c(OC)cc32)c1 (centres undefined) | 0 | -20 | 1 | -2 | 14 | 2.8 | 0 | 0 | 107 |
| CCO[C@@H]1OC(C(=O)Nc2ccccc2)=C[C@H](c2ccccc2)[C@H]1CCCO | -3 | -9 | 8 | -2 | 0 | 1.2 | 6 | -1 | 95 |
| O=c1c(-c2ccccc2Cl)coc2c(CN3CCCCC3)c(O)ccc12 | -2 | -5 | -1 | 3 | -10 | 1.7 | -2 | -2 | 93 |
| CCc1cccc(CC)c1-n1c(SCc2cc(=O)n3ccsc3n2)nnc1-c1cccnc1 | 0 | 3 | -2 | -3 | -1 | 0.2 | 1 | 0 | 117 |
| Cc1ccc(NC(=O)[C@@H]2CCCN2S(=O)(=O)c2ccccc2C(F)(F)F)cc1S(=O)(=O)N1CCOCC1 | -4 | -5 | 1 | 1 | -1 | 2.2 | -18 | -3 | 98 |
| c1ccc(CN2CCN(c3nc4ccccc4n4cnnc34)CC2)cc1 | 8 | 3 | -2 | -1 | 8 | 2.9 | -3 | -3 | 102 |
| CCCC(=O)Nc1cc(-c2nc3ncccc3o2)ccc1Cl | 0 | -4 | 9 | -2 | 2 | -0.7 | -28 | 3 | 86 |
| CC(=O)Nc1ccc(S(=O)(=O)N2CCN(S(=O)(=O)c3ccc(F)c(F)c3F)CC2)cc1 | -1 | 7 | 9 | -2 | -8 | -1.8 | 1 | -2 | 103 |
| Cc1c(C(=O)N2CCOCC2)sc2nc(-c3ccccc3)cn12 | -1 | 1 | 5 | -3 | 9 | -0.1 | 7 | 2 | 100 |
| N#CCCN(CCC#N)S(=O)(=O)c1ccc(C(=O)Nc2nc(-c3ccccc3)c(C(=O)c3ccccc3)s2)cc1 | 8 | 1 | -8 | -5 | -2 | 0.5 | 4 | 1 | 99 |
| CSc1nncc(-c2ccc(F)cc2)n1 | 1 | 0 | -2 | 2 | -13 | 3.9 | 2 | -2 | 92 |
| COc1ccc(C(=O)Nc2nc(-c3ccc([N+](=O)[O-])cc3)c(-c3ccccc3)s2)cc1 | -3 | -3 | 2 | -2 | 1 | 2.5 | -2 | 2 | 101 |
| CN(C)c1cc[n+](/C(C(=S)Nc2ccc(SC(F)F)cc2)=C(/[O-])c2ccccc2)cc1 | 6 | 7 | 58* | 0 | -1 | 1.7 | 0 | 0 | 92 |
| CC(C)Cn1c(N)c(/C=N/NC(=O)c2ccc(Cl)cc2)c(=O)n(C)c1=O | 2 | 0 | 12 | -4 | 2 | -5.6 | 3 | 0 | 96 |
| Cc1nn(CC(=O)N2CCC(C)CC2)c(=O)c2nn(-c3ccccc3)c(C)c12 | -3 | -1 | 18 | -1 | -1 | -3.7 | 6 | -6 | 90 |
| COc1ccccc1NC(=O)C1=C(C)NC(=O)NC1c1ccc(C)cc1 (centres undefined) | 3 | 4 | -12 | -2 | 8 | -0.1 | -14 | 1 | 100 |
| Cc1cc(C)nc(N/N=C/c2cccc([N+](=O)[O-])c2)n1 | 2 | 6 | 2 | 5 | 11 | 2.5 | 0 | 0 | 96 |
| O=C(CN(Cc1ccc(F)cc1)C(=O)CCC(=O)Nc1nccs1)NCc1ccccc1 | 2 | 10 | -3 | -1 | 4 | 0.8 | 18 | -5 | 98 |
| O=C1N=C2SCCN2/C1=C\c1ccc(Cl)cc1 | -3 | 1 | -7 | 1 | 29 | 2.9 | 1 | 6 | 95 |
| Cc1nn(-c2ccccc2)c2sc(C(=O)OCN3C(=O)c4ccccc4C3=O)cc12 | -3 | 3 | 7 | -3 | -4 | 0.5 | 7 | 3 | 97 |
| CCCN(CCC)S(=O)(=O)c1ccc(C)cc1 | -2 | -5 | -5 | -2 | 2 | 1.5 | -15 | -1 | 106 |
| CC1CC(C)CN(CCCNC(=O)c2cc3c(=O)[nH]c4ccccc4c3n2C)C1 (centres undefined) | 3 | -2 | 0 | 2 | 7 | 3.3 | -12 | -4 | 99 |
| COc1ccccc1Nc1nc(-c2cccnc2)cs1 | 4 | -8 | 1 | -2 | 20 | 0.2 | -4 | -2 | 84 |
| N#C/C(=C\c1ccccc1C(F)(F)F)C(=O)Nc1ccccc1 | 5 | -2 | 4 | -1 | 2 | -2.6 | 1 | -3 | 130 |
| O=C(O)c1nn(-c2ccc(F)cc2)ccc1=O | 1 | -11 | 4 | 6 | -20 | 3.0 | 4 | -2 | 97 |
| Cc1ccc2cc(C3CC(c4ccco4)=NN3C(=O)CCCC(=O)O)c(Cl)nc2c1 (centres undefined) | -2 | 4 | 4 | 0 | 0 | 1.4 | -6 | 0 | 92 |
| Cn1c(SCc2c(Cl)cccc2Cl)nnc1-c1cccs1 | -21 | 5 | 0 | 1 | -2 | -0.6 | 4 | 1 | 92 |
| CC(C)C[C@@H](CSc1ccccc1)N1CCN(C)CCC1=O | -2 | -4 | -4 | -1 | 1 | 1.2 | -1 | 0 | 92 |
| Cc1oc2ccc(OC(=O)c3cccs3)cc2c1C(=O)OC(C)C | 0 | -1 | 9 | -1 | 7 | 3.1 | -3 | -3 | 81 |
| COC(=O)C1CCN(C(=O)NC2CCCCC2)CC1 | -1 | 1 | 6 | -4 | 1 | -0.5 | -1 | 0 | 123 |
| COc1ccc(CCN2C(=NC(C)=O)SC3CS(=O)(=O)CC32)cc1OC (centres undefined) | -3 | -2 | 1 | -3 | 69 | 1.5 | 1 | -1 | 102 |
| CCCCCc1cc(=O)oc2c(C(CCN3CCCCC3)c3cc(OC)c(OC)c(OC)c3)c(OC)cc(OC)c12 (centres undefined) | -2 | -4 | 1 | 6 | -2 | 2.1 | 9 | -2 | 100 |

Compound activity as filed in PubChem BioAssay.
